Tn7 DDE FP: disrupts Tn7 cyclic peptide binding to fibrin D-Dimer-E complex; hit rate 0.13% among 370,000; FP displacement of FITC-Tn7 peptide from fibrin DD(E); 0% = median of compound wells per plate; inhibition, % at 8.3 µM; P02675;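 active = inhibition above the mean of compounds falling within the control limits plus 3 SD of them, cut at about 14% in these data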;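 note: 0% = plate median of compound wells and 100% = 10 µM Aha-Tn7 peptide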
Target sequence (P02675 whole entry, looked up): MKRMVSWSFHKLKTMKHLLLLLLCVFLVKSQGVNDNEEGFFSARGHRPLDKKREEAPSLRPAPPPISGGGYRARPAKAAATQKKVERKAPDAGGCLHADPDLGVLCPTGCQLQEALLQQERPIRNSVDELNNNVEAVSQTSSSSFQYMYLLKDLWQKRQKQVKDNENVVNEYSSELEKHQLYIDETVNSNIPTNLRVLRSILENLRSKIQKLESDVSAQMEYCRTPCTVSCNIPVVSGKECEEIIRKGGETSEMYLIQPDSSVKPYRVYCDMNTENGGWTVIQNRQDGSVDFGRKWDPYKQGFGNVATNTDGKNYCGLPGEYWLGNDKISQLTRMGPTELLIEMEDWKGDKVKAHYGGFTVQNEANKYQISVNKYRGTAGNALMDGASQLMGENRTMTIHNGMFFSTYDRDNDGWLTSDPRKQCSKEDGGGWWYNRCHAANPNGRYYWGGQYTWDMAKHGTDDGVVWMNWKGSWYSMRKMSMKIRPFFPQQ
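Assay system: Fibrin-DD(E) protein isolated from polymerized human fibrin clots; read-out basis: percent inhibition; medium: Tris/NaCl/CaCl2 buffer, pH 7.8; signal: FP measurement; incubation: 10 min plus 3 h, room temperature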
PLCb3 inh: inhibitors of human phospholipase C beta3; Q01970; Purified PLC-beta3, fluorogenic substrate, fluorescence; inhibition, % at 12.2 µM; hit rate 0.18% among 370,000; in the data active = inhibition above about 11%;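 note: 0% = median of compound wells on plate and 100% = full blocker control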
PLC-gamma1 inh: blocks human PLC-gamma1 enzyme activity | P19174 | purified PLC-gamma1, fluorogenic substrate, fluorescence | inhibition, % at 12.2 µM | hit rate 0.84% among 370,000 | AID 720700; in the data active = inhibition above about 9.5%
TDP2 absorb: TDP2 (human) inhibition, absorbance primary screen | O95551 | recombinant TDP2, T5PNP hydrolysis, p-nitrophenol absorbance 415 nm | inhibition, % at 12.8 µM | hit rate 0.34% among 370,000 | AID 720702;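 active = inhibition above the mean of all tested compounds plus 3 SD, set per campaign, cut at about 25% in these data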;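 note: 0% = DMSO with enzyme and 100% = buffer with substrate but no TDP2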
Target sequence (O95551 whole entry, looked up): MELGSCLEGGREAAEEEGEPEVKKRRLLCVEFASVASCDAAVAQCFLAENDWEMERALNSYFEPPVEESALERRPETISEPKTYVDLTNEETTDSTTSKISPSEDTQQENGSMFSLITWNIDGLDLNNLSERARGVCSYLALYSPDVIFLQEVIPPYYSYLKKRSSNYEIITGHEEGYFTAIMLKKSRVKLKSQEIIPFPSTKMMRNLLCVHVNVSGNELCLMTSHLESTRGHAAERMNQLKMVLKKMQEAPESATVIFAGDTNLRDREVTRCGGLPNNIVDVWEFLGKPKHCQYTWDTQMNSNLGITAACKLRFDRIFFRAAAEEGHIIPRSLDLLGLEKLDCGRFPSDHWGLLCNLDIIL
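System – recombinant human TDP2 · Quantity – TDP2 enzyme at 120 nM final · Doses – single concentration, 12.8 µM nominal, with 1% DMSO · Incubation – 2 h at 37 °C · Measured by – epi absorbance of p-nitrophenol freed from T5PNP by hydrolysis · Read-out – % inhibition relative to enzyme-containing and enzyme-free wells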
SIAE primary: blocks human sialic acid acetylesterase; Q9HAT2; SIAE FP-Rh probe binding, fluorescence polarization; inhibition, % at 9.66 µM; hit rate 0.69% among 370,000; AID 1053197;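 active = inhibition above a cutoff: mean of compounds within the control limits plus 3 SD of those, cut at about 17% in these data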;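 note: 0% = plate median of compound wells and 100% = probe without SIAE protein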
DDE Tn6 FP inh: inhibitors of Tn6 peptide binding to human fibrin DD(E) | P02675 | Fibrin DD(E) TRITC-Tn6 fluorescence polarization displacement | inhibition, % at 8.3 µM | hit rate 0.21% among 370,000;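 active = inhibition above a per-campaign cutoff: mean of compounds within control limits plus 3 SD, cut at about 15% in these data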;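 note: 0% = median of all compound wells on the plate and 100% = blocking peptide control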
ASAP1 GAP inh: blocks human ASAP1-stimulated Arf1 GTP hydrolysis; Q9ULH1; GDP FP detection; inhibition, % at 16.5 µM; hit rate 0.19% among 360,000; AID 624377; in the data active = inhibition above about 25%;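 note: 0% = vehicle with enzyme and substrate and 100% = no enzyme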
ADAM10 inh: inhibitors of human ADAM10. recombinant ADAM10, EDANS/DABCYL FRET peptide cleavage, 3 h. hit rate 0.62% among 370,000. AID 720582. O14672. inhibition, % at 7 µM;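 active = inhibition above a per-campaign cutoff equal to the mean of compounds falling between control-based bounds plus 3 SD, cut at about 20% in these data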;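 note: 0% = DMSO wells while the 100% control is not disclosed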
ARFGAP1 inhibitor: inhibits rat ARF GTPase activating protein 1; Q62848; Arfgap1-stimulated ARF1 GTP hydrolysis, GDP FP detection; inhibition, % at 16.5 µM; hit rate 0.26% among 360,000;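 active = inhibition above a per-plate limit, mean inhibition of low control wells plus 3 SD, cut at about 25% in these data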;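 note: 0% = DMSO wells with enzyme and 100% = wells lacking Arfgap1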
Target sequence (Q62848 1-136 limits assumed): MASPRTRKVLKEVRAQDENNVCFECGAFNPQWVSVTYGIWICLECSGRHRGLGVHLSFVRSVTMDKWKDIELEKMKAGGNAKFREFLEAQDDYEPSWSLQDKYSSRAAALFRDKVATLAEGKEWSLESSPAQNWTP
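Assay system: Rat Arfgap1 GAP domain (His6, aa 1-136), purified enzyme | Buffer or medium: HEPES 25 mM pH 7.5, NaCl 150 mM, MgCl2, DTT | Schedule: GTP hydrolysis reaction 2 h at 25 °C | Signal: FP of antibody-bound GDP Alexa 633 tracer, ex 620/em 688 nm | Measure: Percent inhibition of Arfgap1-stimulated GTP hydrolysis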
ADAM17 inh: ADAM17 inhibition, QFRET primary screen | P78536 | recombinant ADAM17, EDANS/DABCYL FRET peptide cleavage | inhibition, % at 6.95 µM | hit rate 0.83% among 370,000;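 active = inhibition above the mean of compounds lying between control limits plus 3 SD, set per campaign, cut at about 8.5% in these data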;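 note: 0% = DMSO-only wells as the low control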
Numbers without * were called inactive; i = inactive; · = not tested or not shown. Compounds as they come (roughly 3.6% active in at least one column).

SMILES,Tn7 DDE FP,PLCb3 inh,PLC-gamma1 inh,TDP2 absorb,SIAE primary,DDE Tn6 FP inh,ASAP1 GAP inh,ADAM10 inh,ARFGAP1 inhibitor,ADAM17 inh
COc1ccc(NC(=O)N[C@H]2C=C[C@@H](CC(=O)NC3CCC3)O[C@@H]2CO)cc1,3,2,0,0,1,-1,-6,-3,9,-3
CCCCCCSc1ccc(-c2nc3ccccn3c2NCCCC)cc1,-4,i,i,-9,5,1,-8,-199,6,-53
CC(C)C(NC(=O)OC(C)(C)C)C(=O)NC(CCC(=O)OCc1ccccc1)C(N)=O (stereo not drawn),6,-1,2,-6,4,2,13,-10,-6,0
CCOc1ccc(S(=O)(=O)N2CCC(C(=O)N3CCN(c4ccccc4F)CC3)CC2)cc1C,5,-3,-1,11,-5,3,0,4,0,3
CCOC(=O)C(C)Sc1nc2c(c(-c3cccs3)c1C#N)CCC2 (stereo not drawn),-1,-18,-14,-4,-5,2,-5,-9,2,-3
COCCNC(=O)CCc1ccc(S(=O)(=O)Nc2ccc(C)cc2)cc1,-3,3,6,-14,0,-2,-12,10,-12,2
COc1ccccc1-c1ccc2c(c1)O[C@@H](CN(C)C(=O)Nc1cccc(F)c1)[C@H](C)CN([C@H](C)CO)S2(=O)=O,1,0,4,3,-8,-4,7,0,-10,1
Cc1ccc(C)c(N(CC(=O)NC(C)(C)C)C(=O)CNC(=O)c2cccs2)c1,-4,1,0,1,-2,9,-4,-7,-2,-3
O=C(NNC(=O)c1cc(-c2ccncc2)nc2ccccc12)Nc1ccc(F)cc1,5,-11,0,-1,0,3,-1,5,3,5
CCOC(=O)[C@H]1[C@H]2COc3ccc(OC)cc3[C@@H]2N2C(=O)c3cc(OC)c(OC)cc3NC(=O)[C@@]12C,-4,-2,-2,-2,-4,-5,2,-1,-2,1
Cc1ccc(C(=O)O)cc1N1C(=O)c2cccc3cc(Br)cc(c23)C1=O,3,3,1,6,-2,7,3,-12,-10,-2
COc1ccccc1C(=O)N1CCC(Oc2cccnc2)CC1,6,-14,-1,-3,1,0,·,13,·,1
O=C1OC(/C=C/c2ccccc2)=NC/1=C/C=C/c1ccccc1,1,-1,-2,11,-3,-11,21,-4,0,-3
CCOC(=O)C1=C(COC(=O)c2cc(Br)c(Br)s2)NC(=O)NC1C (stereo not drawn),-4,-4,2,0,-11,-6,9,3,5,-3
C/C(=N/NS(=O)(=O)c1ccc(Cl)cc1)c1cccc(O)c1,-2,1,3,5,-1,2,-15,12,2,-1
CCNC(=O)NC(=O)C(C)OC(=O)C1CCN(S(=O)(=O)c2ccccc2C(=O)OC)CC1 (stereo not drawn),2,0,-1,-9,-2,4,-15,-3,-1,1
COc1ccc(-n2c(=O)c3c4c(sc3n(CC(N)=O)c2=O)CCCCC4)cc1,-7,-4,6,-15,-1,-3,14,12,9,5
COc1cc(CCC(C)=O)ccc1OC(=O)c1c(F)cccc1Cl,-7,-4,6,3,-2,-7,10,-9,2,0
CC(C)CNC(=O)NC(=O)COc1ccc(C=O)cc1,2,2,3,-3,8,2,-8,9,-1,3
COCCc1nnc(NC(=O)Cc2ccccc2)s1,-5,-4,2,1,4,1,-1,-4,11,-5
Cc1ccccc1NC(=O)Cn1c(=O)n(CC2CCCO2)c(=O)c2ccccc21 (stereo not drawn),-2,-5,1,-2,-2,1,5,-2,-12,-1
COC(=O)c1ccc2c(=O)n(NC(C)=O)c(=S)[nH]c2c1,0,-6,-1,1,0,-10,7,-14,0,-9
OC1c2cc(Br)ccc2N=C2CCCCCN21 (stereo not drawn),1,-31,-15,-10,-3,-2,2,-78,9,-20
Cc1ccc(S(=O)(=O)N(CC(=O)NCC2CCCO2)C2CCCCC2)cc1 (stereo not drawn),-2,1,0,22,13,5,3,0,10,-1
CCCOc1ccc(CSC2=NCCN2)cc1[N+](=O)[O-],-1,3,3,0,-1,-2,11,-2,-5,-2
COc1ccc(C(=O)N[C@H]2COC(C)(C)O[C@H]2c2ccccc2)cc1,-10,-3,-1,-4,-2,2,0,-1,-10,-1
CCN(CC(=O)NCc1ccc(Cl)cc1)C(=O)CSc1ccccc1F,-5,-7,-3,5,-2,-3,17,0,11,1
COC(=O)Cc1ccc(NC(=S)NCc2ccc(OC)cc2)cc1,1,1,-1,-8,4,5,-11,0,8,-1
Cc1ccc(C(C)C)c(OCC(=O)NNC(=O)CC2OC(=O)c3ccccc32)c1 (stereo not drawn),0,-3,0,1,2,5,-9,-7,3,4
O=C(/C=C/c1ccccc1)NC(=S)Nc1ccc(CN2CCOCC2)cc1,-2,-1,1,8,-11,-2,4,3,13,-3
Nc1nc(Nc2ccc(Cl)cc2)n[nH]1,0,0,0,-3,-2,5,1,1,-6,-3
CC1(C(=O)NS(=O)(=O)c2cccc(OC(F)F)c2)CCN1C(=O)Cc1ccccc1 (stereo not drawn),1,-4,-3,1,0,-5,0,-10,5,-4
CCOC(=O)[C@]12CCCC=C1N(Cc1cccc3ccccc13)C(=O)[C@H](CC(=O)NCc1ccc(C)o1)C2,-1,0,2,-3,-8,4,-1,4,-1,3
Cc1c(S(=O)(=O)N2CCC(C)CC2)c(=O)n(C)c(=O)n1C,7,3,0,4,3,3,7,-7,-3,-3
COc1ccccc1CNc1nc2ccccc2n1CCN1CCCCC1,-7,2,4,-5,-1,0,-9,-1,-3,-10
CN(C1CCCCC1)C(CNS(=O)(=O)c1ccccc1)c1ccccc1 (stereo not drawn),-6,0,2,-3,4,-1,-1,2,9,2
COC(=O)C1=C(C)N(CCCC(=O)O)C(=O)NC1c1ccccc1OS(=O)(=O)c1ccc([N+](=O)[O-])cc1 (stereo not drawn),1,2,1,7,-6,5,5,-8,-11,-4
CC(C(=O)N/N=C/c1ccc(N(C)C)c(Br)c1)N(c1ccccc1)S(C)(=O)=O (stereo not drawn),3,-1,7,-2,2,3,5,8,-5,0
CC1CCCC(C)N1/N=C/C=C/c1ccccc1[N+](=O)[O-] (stereo not drawn),5,-9,-2,-11,5,1,10,5,5,-4
Cn1nc(C(C)(C)C)cc1C(=O)NCc1cc(F)cc2c1OCOC2,7,-4,-1,-18,-1,4,-12,-4,-2,0
O=C(CN1C(=O)NC(Cc2ccccc2)C1=O)Nc1ccccc1 (stereo not drawn),2,2,1,-4,-2,-6,-12,8,-9,0
CC(=O)NC(c1ccccc1)c1nc(-c2ccc(Cl)cc2)cs1 (stereo not drawn),3,0,4,3,-3,-3,-10,10,0,5
N#CC1=C(SCC(=O)Nc2ccccc2)NC(=O)CC1c1ccco1 (stereo not drawn),-1,-29,-17,2,-4,-3,2,-8,-10,-6
Cc1cccc(NC(=O)NC2(C(=O)NCc3ccco3)CCCCC2)c1,1,-3,2,-19,0,3,0,-12,20,-5
O=C(Nc1cccc(Br)c1)c1ccccc1-c1ccccc1,2,1,2,-6,-8,0,2,13,-7,5

Ordered by value in PLC-gamma1 inh (descending): some entries from above.
SMILES,Tn7 DDE FP,PLCb3 inh,PLC-gamma1 inh,TDP2 absorb,SIAE primary,DDE Tn6 FP inh,ASAP1 GAP inh,ADAM10 inh,ARFGAP1 inhibitor,ADAM17 inh
CC(C(=O)N/N=C/c1ccc(N(C)C)c(Br)c1)N(c1ccccc1)S(C)(=O)=O (stereo not drawn),3,-1,7,-2,2,3,5,8,-5,0
O=C(Nc1cccc(Br)c1)c1ccccc1-c1ccccc1,2,1,2,-6,-8,0,2,13,-7,5
Cn1nc(C(C)(C)C)cc1C(=O)NCc1cc(F)cc2c1OCOC2,7,-4,-1,-18,-1,4,-12,-4,-2,0

New compounds follow.
SMILES,Tn7 DDE FP,PLCb3 inh,PLC-gamma1 inh,TDP2 absorb,SIAE primary,DDE Tn6 FP inh,ASAP1 GAP inh,ADAM10 inh,ARFGAP1 inhibitor,ADAM17 inh
O=C(OCc1cn(Cc2ccc(Cl)cc2)nn1)N1CCOCC1,-2,2,2,-4,-3,3,·,-3,·,-3
CNC(=O)CN(c1ccc(F)cc1)S(=O)(=O)c1cc(C)ccc1OC,-2,4,0,10,-7,4,-12,-4,2,-2
O=C(NC1CC1)C1CC(=O)N(c2ccccc2)C1 (stereo not drawn),0,0,1,-3,5,-2,-18,2,11,-2
COC(=O)[C@]12C[C@H](CC(=O)N3CCSCC3)C(=O)N(Cc3ccccc3)C1=C[C@H](C(C)(C)C)O[C@@H]2C,-6,0,1,-3,7,7,6,-3,-17,-2
CC(C)N1CCN(C(=O)c2ccc([N+](=O)[O-])cc2)CC1,-3,2,1,11,-7,4,4,-5,1,-6
CC(=O)N(CN1C(=O)CCC1=O)c1ccc(Cl)c(Cl)c1,7,3,5,-8,5,7,3,0,0,-1
Cc1ccc(S(=O)(=O)NC(=O)C2(C)CCN2C(=O)C2(c3ccc(Cl)cc3)CCC2)cc1 (stereo not drawn),4,-2,6,7,5,3,-6,-1,-5,-2
Cc1ccc(NC=C(S(=O)(=O)c2ccccc2)S(=O)(=O)c2ccccc2)cc1,5,1,2,6,9,-2,5,-4,-7,-3
CCOC(=O)c1sc(=S)n(-c2cc(F)ccc2F)c1N,2,3,1,-21,-2,-9,2,-1,10,5
COC(=O)c1ccc(OC(=O)c2ccccc2F)cc1,-6,3,3,-6,5,3,11,4,-3,3
O=C(CCC1CCCCC1)NC1=NCCS1,0,4,0,-2,-3,5,-9,1,16,-2
Cc1cc(Cl)c(S(=O)(=O)N2CCN(c3cccc(C)c3C)CC2)cc1OCC(N)=O,2,-2,-1,5,10,-1,11,-1,6,-1
Cc1cc(C(=O)COC(=O)c2cc(Cl)c(O)c(Cl)c2)c(C)n1C,2,-18,-9,14,14,-5,0,-8,-2,-4
CC1(c2ccccn2)Nc2ccccc2-c2nc3ccccc3n21 (stereo not drawn),4,i,i,3,-3,10,-14,i,5,i
C=CCn1sc(=N)c(C#N)c1N,7,-23,-17,-4,-2,-5,4,-36,-1,-12
Cc1cc2c(nc1C)CCCN2C,1,-384,-296,7,5,2,-12,-420,0,-112
Cc1ccc(/C=N/NC(=O)Cn2nc(C)c([N+](=O)[O-])c2C)o1,2,-6,1,2,-4,4,-10,-4,-8,-1
CCCOCC(O)COc1ccccc1C(=O)N1CCOCC1 (stereo not drawn),2,2,1,4,0,-6,-11,0,0,-1
CCN1CCCC1CNS(=O)(=O)c1c(C)cc(C)cc1C (stereo not drawn),-2,-4,5,-15,1,0,17,-2,-3,4
CC(=O)c1ccc(NC(=O)/C(Cl)=C/c2ccccc2)cc1,5,-2,-3,-7,1,-7,-7,1,-3,-3
COc1ccccc1NC(=O)c1cnc2n(c1=O)CCS2,-1,-3,-4,10,3,2,2,1,6,-1

Bioassay records deposited in PubChem by The Scripps Research Institute Molecular Screening Center.
